Source: PubChem BioAssay (several laboratories)
Runt-SMMHC FRET = Runt domain-CBFb-SMMHC interaction inhibition. Q01196+Q13951. Cerulean-Runt/Venus-CBFb-SMMHC FRET ratio 530/480, 1 h. inhibition, % at 20 µM. 220,000 tested, 0.74% active;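 active = mean inhibition across duplicate retests at 20 µM reaching about 50%, limit read from the data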;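 note: 0% = DMSO wells and 100% = wells with excess untagged CBFb-SMMHC; inhibitors lower the FRET ratio by blocking Runt binding to CBFb-SMMHC; some results filed as inactive read as strong as hits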
EBV gp42 block = EBV gp42 inhibition. Q1HVG2. Fluorescence polarization binding assay, mP read-out. inhibition, % (tested at 21.74 µM). 220,000 tested, 0.42% active. AID 1085; in the data active = inhibition above about 50%
m-calpain inh = blocks pig calpain II enzyme activity. purified calpain II, fluorogenic peptide substrate, 30 min. inhibition, % at 16 µM. 220,000 tested, 0.37% active. AID 1236;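 active = inhibition above about 50%, limit read from the data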
Tb hexokinase = blocks Trypanosoma brucei hexokinase 1 activity. 220,000 tested, 0.11% active. inhibition, % at 10 µM. recombinant TbHK1, G6PDH-coupled NADH A340. AID 1430;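 active = inhibition of 50% or more in the single-dose primary screen; inactive = inhibition below 50%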
RBBP9 inhibitor = inhibitors of human serine hydrolase RBBP9. O75884. recombinant RBBP9, FP-Rh probe fluorescence polarization. inhibition, % at 7.94 µM. 220,000 tested, 0.2% active;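 active = inhibition above the campaign mean of all tested compounds plus 3 SD, cut at about 14% in these data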;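 note: plate controls were DMSO wells with RBBP9 for no effect and wells lacking RBBP9 protein for full effect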
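Test system: recombinant human RBBP9. Quantity: 2.5 µM RBBP9 dispensing solution, before mixing. Detection: FP readout at 525/598 nm. Reagent: Serine-hydrolase probe FP-Rh, 375 nM pre-mixing. Measure: % inhibition. Control set: DMSO-treated enzyme wells and wells lacking RBBP9. Buffer or medium: Tris-NaCl-Pluronic buffer, pH 8.0. Times: preincubation 30 min plus labeling 45 min at 25 °C.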
Runt-CBFb FRET = Runt domain-CBFb interaction inhibition | AID 1496 | inhibition, % at 20 µM | Cerulean-Runt/Venus-CBFb FRET ratio 530/480, 1 h | 220,000 tested, 0.46% active | Q01196+Q13951;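 active = inhibition over about 50% at 20 µM in the single-dose screen, limit read from the data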;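 note: 0% = DMSO wells and 100% = excess unlabeled CBFb competitor control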
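Buffer or medium: Tris pH 7.5 buffer with BSA. Assay system: Cerulean-labeled Runt domain protein. Amount: each fluorescent fusion protein 100 nM. Read-out basis: loss of energy transfer signal. Incubation: 1 h compound exposure, room temperature. Probe or stimulus: Venus-CBFb binding partner, 100 nM. Detection: FRET, excitation 422 nm, emission at 530 and 480 nm.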
Furin inh = blocks human furin protease activity | inhibition, % at 30 µM | purified furin, fluorogenic substrate cleavage | 220,000 tested, 0.061% active | P09958; in the data active = inhibition above about 25%; note: inactives centre near -15
p97 ATPase inh = human p97 ATPase inhibition; P55072; recombinant p97 ATPase, Kinase-Glo ATP luminescence, 3 h; inhibition, % at 8 µM; 220,000 tested, 0.42% active; in the data active = inhibition above about 15%;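 note: 0% = DMSO vehicle and 100% = wells lacking enzyme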
Target sequence (P55072 whole entry, looked up): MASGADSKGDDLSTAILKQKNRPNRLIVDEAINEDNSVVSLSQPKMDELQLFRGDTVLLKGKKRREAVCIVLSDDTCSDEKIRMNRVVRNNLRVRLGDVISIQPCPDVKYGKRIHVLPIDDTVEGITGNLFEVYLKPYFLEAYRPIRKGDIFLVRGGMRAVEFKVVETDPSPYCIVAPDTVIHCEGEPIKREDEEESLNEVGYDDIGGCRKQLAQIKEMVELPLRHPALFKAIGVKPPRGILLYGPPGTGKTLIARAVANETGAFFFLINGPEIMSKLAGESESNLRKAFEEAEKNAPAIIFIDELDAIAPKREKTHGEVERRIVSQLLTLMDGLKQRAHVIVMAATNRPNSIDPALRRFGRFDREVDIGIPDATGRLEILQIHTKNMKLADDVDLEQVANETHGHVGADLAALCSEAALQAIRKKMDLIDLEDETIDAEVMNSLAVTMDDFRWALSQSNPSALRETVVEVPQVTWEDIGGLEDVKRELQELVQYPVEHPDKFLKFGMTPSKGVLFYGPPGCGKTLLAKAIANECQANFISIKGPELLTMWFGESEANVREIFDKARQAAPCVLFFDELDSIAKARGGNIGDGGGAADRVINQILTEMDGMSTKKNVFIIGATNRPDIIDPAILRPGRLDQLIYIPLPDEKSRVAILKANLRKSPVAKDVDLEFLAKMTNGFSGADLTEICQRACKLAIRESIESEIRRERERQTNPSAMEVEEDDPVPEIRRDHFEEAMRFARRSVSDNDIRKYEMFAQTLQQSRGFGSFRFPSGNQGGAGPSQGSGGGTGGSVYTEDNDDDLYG
p47phox inh = p47phox (human) inhibition | P14598 | p47phox/p22phox peptide binding, fluorescence polarization, 2 h | inhibition, % at 24.7 µM | 220,000 tested, 0.53% active | AID 1274;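 active = inhibition above about 30%, limit read from the data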;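 note: 0% = p47phox with labelled peptide and 100% = labelled peptide alone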
* = called active by the depositor; / = not tested or not shown; [ ] = another dose, or the depositor's remark.

Structure	Runt-SMMHC FRET	EBV gp42 block	m-calpain inh	Tb hexokinase	RBBP9 inhibitor	Runt-CBFb FRET	Furin inh	p97 ATPase inh	p47phox inh
NNC(=O)c1ccc(-c2cccc([N+](=O)[O-])c2)o1	2	1	-5	-11	-14	0	-20	0	-6
CCN(CC)S(=O)(=O)c1cccc(C(=O)Nc2cccc(C)c2)c1	5	-20	9	-4	-8	0	-13[20 µM]	-2	2
O=C(O)/C=C\C(=O)Nc1ccc(OCc2ccccc2)cc1	1	-2	-11	0	1	0	-11	4	-5
CC(=O)c1ccc(S(=O)(=O)N(Cc2cc3cc4c(cc3[nH]c2=O)OCCO4)CC2CCCO2)cc1 (centres undefined)	-1	-26	-12	42	-4	3	1	5	-9
COCCn1c(COC)nc2ccccc21	7	-10	3	4	-2	1	-14[20 µM]	6	1
O=C(N/N=C/c1ccco1)c1cccc(N2Cc3ccccc3C2)c1	-6	10	-7	-12	-3	1	-35	4	-17
COc1ccc2nc(NC(=O)CNS(=O)(=O)c3cccs3)sc2c1	1	-20	6	-2	-5	0	-14[20 µM]	1	-19
CCOc1cc(C)c(C(C)C)cc1S(=O)(=O)N1CCN(C)CC1	-3	-7	5	-1	-6	0	-20[20 µM]	-5	10
Cc1cc(C)cc(Oc2nc3ccccn3c(=O)c2/C=C(\C#N)C(=O)NC2CCS(=O)(=O)C2)c1 (centres undefined)	60*	-5	-212	-16	-3	88*	-20	14	-16
CCOCCOCCC(C(=O)O)P(=O)(c1ccccc1)c1ccccc1 (centres undefined)	6	-25	6	-3	1	2	-17[20 µM]	4	2
O=C1c2ccccc2C2=Nc3ccccc3SC(c3cccc(F)c3)C12 (centres undefined)	-1	-5	-26	1	-8	-5	-28	1	-40
O=C(CN1CCN(C(=O)c2ccco2)CC1)Nc1ccccc1-c1ccccc1	-1	-11	-6	-7	-12	-3	7	-13	-7
CC(=O)C1=C(C)Nc2ncnn2C1c1ccccc1Cl (centres undefined)	-1	-12	-15	-12	-3	-1	1	0	-19
COc1cc(/C=N/NC(=S)Nc2cccc(Cl)c2C)ccc1OCC(=O)N1CC(C)OC(C)C1 (centres undefined)	0	12	-32	-25	-7	-1	-12	2	-6
CCOC(=O)c1c(NC2=NS(=O)(=O)c3ccccc32)sc2c1CCC(C)C2 (centres undefined)	-30	-8	-88	14	-6	-15	-25	4	-14
CC(C)CNS(=O)(=O)c1cc(C(=O)N2CC(C)OC(C)C2)c(Cl)cc1Cl (centres undefined)	-1	-8	0	-1	-8	-3	-12[20 µM]	0	-7
CCOC(=O)c1c(NC(=O)CNCCO)sc(C)c1C	2	4	-51	-3	-7	-6	-22	4	-9
Nn1c(SCc2nc3ccccc3[nH]2)nnc1-c1ccccc1	-5	6	-27	-2	-13	0	-17[20 µM]	-1	-1
CC(C)=CCC/C(C)=C/CC/C(C)=C/CC/C(C)=C/CC1=C(C)C(=O)c2ccccc2C1=O	1	-5	24	-10	/	-4	-25	/	-11
N#Cc1ccccc1NC(=O)CSc1nnc(-c2ccccc2)n1-c1ccccc1	3	-13	-55	0	7	3	5[20 µM]	-2	-12
CSc1ncc(CN2CCc3c([nH]c4ccccc34)C2c2cccc(C)n2)cn1 (centres undefined)	-1	-14	15	-25	2	0	-9	4	-14
CC1CC(CC(=O)NC(=S)Nc2ccccc2Cl)C(=O)O1 (centres undefined)	2	14	7	6	-6	-1	-8	-5	-8
Cc1noc(NS(=O)(=O)c2ccc(NC(=O)c3cc(-c4ccccc4Cl)nc4ccccc34)cc2)c1C	-3	24	-18	-3	-10	-6	-22	-5	-6
OC(COCC1COc2ccccc2O1)CN1CCc2ccccc2C1 (centres undefined)	-7	-12	35	7	2	-1	-5	-1	-5
CCOC(=O)c1ccc(N2C(=O)c3n[nH]c(C)c3C2c2ccc(OC)cc2OC)cc1 (centres undefined)	0	-4	-29	-1	-15	-5	-4[20 µM]	0	-8
O=C(O)c1ccccc1SC1CC(=O)N(c2ccccc2)C1=O (centres undefined)	4	-21	18	33	-8	10	-2	1	-14
COCC(C)Nc1ncnc2c1cnn2-c1ccc(Cl)cc1 (centres undefined)	-2	3	-13	-9	-1	/	-20	0	-8
O=Cc1cc(N=Nc2ccccc2Cl)ccc1O	-3	8	-12	-16	4	-5	-1	8	-8
CC(=O)NCCCc1nc2ccccc2n1Cc1ccccc1F	2	-15	-6	-10	-3	0	-17	3	-6
COc1ccc(OC)c(NC(=O)C(C)Oc2ccc(Br)cc2)c1 (centres undefined)	1	-3	27	-2	-3	0	-16	0	-1

2 records drawn at random from the list so far:
Structure	Runt-SMMHC FRET	EBV gp42 block	m-calpain inh	Tb hexokinase	RBBP9 inhibitor	Runt-CBFb FRET	Furin inh	p97 ATPase inh	p47phox inh
Nn1c(SCc2nc3ccccc3[nH]2)nnc1-c1ccccc1	-5	6	-27	-2	-13	0	-17[20 µM]	-1	-1
CCOCCOCCC(C(=O)O)P(=O)(c1ccccc1)c1ccccc1 (centres undefined)	6	-25	6	-3	1	2	-17[20 µM]	4	2

Other results:
Structure	Runt-SMMHC FRET	EBV gp42 block	m-calpain inh	Tb hexokinase	RBBP9 inhibitor	Runt-CBFb FRET	Furin inh	p97 ATPase inh	p47phox inh
O=C(N/N=C/c1sc(N2CCCCC2)nc1-c1cccs1)c1cccnc1	-120	-54	-99	1	-8	-43	-10	-2	-105
COc1ccc(-c2nc(CS(=O)CC(=O)N3CCCC3)c(C)o2)cc1 (centres undefined)	-5	-16	-4	-2	-6	2	-31	5	-11
CS(=O)(=O)N(CC(=O)NCCSc1ccccn1)c1cccc2ccccc12	-4	3	-10	24	-5	0	-6	3	-15
CCOC(=O)N1CCN(C(=O)c2ccc3c(SCC(=O)O)c4c(nc3c2)CCC4)CC1	0	-4	0	2	-7	1	-8	3	-3
CC(C)(C)NC(=O)C(c1ccccn1)N(C(=O)c1csnn1)C1CCCC1 (centres undefined)	-6	-18	-20	-14	6	0	-30	7	-11
Cc1ccc(C(=O)CSc2nc(C)cc(=O)[nH]2)cc1	1	-3	-5	5	-7	/	-13[20 µM]	-5	-4
CN(CC(=O)Nc1nccs1)S(=O)(=O)c1ccc(F)cc1	-1	-10	4	1	-12	1	-18[20 µM]	6	-11
Cc1ccc(CNC(=O)c2ccc(N3CCc4ccccc43)c([N+](=O)[O-])c2)cc1	-3	-3	44	-4	-3	-1	-14	-3	-8
CC1(C)CC(=O)C/C(=N\NC(=O)CCc2ccc(S(=O)(=O)N3CCOCC3)cc2)C1	5	-9	-16	-4	0	2	-22	3	-11
CS(=O)(=O)N1CCC(C(=O)Nc2ccc3c(c2)OCO3)CC1	-4	-17	-28	-7	-8	0	-11[20 µM]	6	-5
CCOC(=O)c1cnc(C(C)(C)C)[nH]c1=O	-4	-3	-16	-6	-8	1	-9[20 µM]	3	-6
CCN(CC)S(=O)(=O)c1cccc(C(=O)N2CC(O)CC2C(=O)O)c1 (centres undefined)	-7	-15	37	-3	5	0	-6[20 µM]	4	1
COc1cc(/C=N/NC(=S)Nc2cccc(C(=O)O)c2)cc(OC)c1OC	1	-22	4	-40	0	9	-5	7	-8
O=C(C1=C[C@@H](C2CC2)C[C@@H](OCc2ccc(CO)cc2)O1)N1CCOCC1	-2	-3	2	-6	2	-1	-23	1	/
CCN(C(=O)COC(=O)c1[nH]c(C)c(C(C)=O)c1C)C1CCS(=O)(=O)C1 (centres undefined)	2	-24	-20	5	-3	-1	-23[20 µM]	4	-1
Cc1ccn2c(CNCCn3nc(C)cc3C)c(C(=O)N3CCCCCC3)nc2c1	2	1	26	5	-11	2	-7	-5	0
Cc1ccc(NC(=O)c2ccc(OC(=O)c3cc4ccccc4o3)cc2)cc1	-2	-24	7	-17	2	-1	-19[20 µM]	-3	-14
O=C(CCOc1ccccc1)OCC(=O)c1cc2ccccc2o1	-4	-15	-46	-5	0	0	-21	-2	-31
COc1ccccc1-n1c(SCC(=O)O)nnc1-c1ccc(S(=O)(=O)N2CCCCC2)cc1	-3	-13	-1	-1	-7	0	-19	-3	0
CN(C)c1nc(Nc2ccccc2)nc(Oc2ccc(=O)[nH]n2)n1	-7	-18	-1	-1	-2	0	-20[20 µM]	-3	-2
CCn1c(CCNC(=O)c2cccs2)nnc1SCC(=O)c1ccc(OC)cc1	/	/	/	1	0	/	-10[20 µM]	3	/
CCCCN(C)C(=O)CSc1nc(NCc2ccc(OC)cc2)c2ccccc2n1	3	-19	19	-5	-7	-1	-23[20 µM]	-4	-4
O=c1cc(CN2CCN(c3ccccc3)CC2)nc2scc(-c3ccccc3)n12	-11	-11	-62	-7	-4	-1	-11	7	-20
CC(=O)Nc1ccc(SCC(=O)Nc2cc(C(C)(C)C)nn2-c2ccccc2)cc1	0	0	5	0	-11	-1	-4	-7	-6
CCCCOC(=O)c1ccc(NC(=O)c2c(Cl)ccc(Cl)c2OC)cc1	2	-4	46	7	-19	-1	-8	-10	-17
CCc1ccc(NC(=O)C(=O)NCCOc2ccccc2Cl)cc1	0	-5	-8	-2	-2	-1	-16	0	-6
CCOc1ccc(N2CC(C(=O)Nc3ccc(F)cc3F)CC2=O)cc1 (centres undefined)	-5	-32	-10	3	-8	0	-18[20 µM]	3	-8
Cc1cc(C(=O)N2CCN(C(c3ccccc3)c3ccccc3)CC2)no1	1	-15	6	-1	-7	-2	-23[20 µM]	-3	-19
COc1cc(C2CC(=O)Nc3c2c(=O)nc2c(C)cccn32)cc(OC)c1OC (centres undefined)	0	-2	-49	-8	-5	0	-19	6	-9
COc1ccc(-c2onc(C)c2-c2ccc3c(c2)OCCO3)c(O)c1	3	5	8	1	0	-2	-15	4	-13
O=C(N1CCOCC1)N1CCN(C(=O)N2CCOCC2)CC1	/	/	/	-3	-8	/	-8[20 µM]	-1	/
